# Screening data (PubChem)
# Wee1 degr inh: inhibitors of human Wee1 degradation. P30291. HeLa Luc-Wee1K328M stability, luciferase luminescence; 100% = proteasome inhibitor MG132 effect. reporter increase, % at 5 µM. 1.2% of 220,000 active. AID 1321;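 active = activation above the mean of all tested compounds plus 3 SD, set per screening run, cut at about 8.8% in these data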;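 note: cells exposed to compound for 20 h before luminescence read; 0% = DMSO alone and 100% = MG132 at 30 µM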
# Target sequence (P30291 whole entry K328M): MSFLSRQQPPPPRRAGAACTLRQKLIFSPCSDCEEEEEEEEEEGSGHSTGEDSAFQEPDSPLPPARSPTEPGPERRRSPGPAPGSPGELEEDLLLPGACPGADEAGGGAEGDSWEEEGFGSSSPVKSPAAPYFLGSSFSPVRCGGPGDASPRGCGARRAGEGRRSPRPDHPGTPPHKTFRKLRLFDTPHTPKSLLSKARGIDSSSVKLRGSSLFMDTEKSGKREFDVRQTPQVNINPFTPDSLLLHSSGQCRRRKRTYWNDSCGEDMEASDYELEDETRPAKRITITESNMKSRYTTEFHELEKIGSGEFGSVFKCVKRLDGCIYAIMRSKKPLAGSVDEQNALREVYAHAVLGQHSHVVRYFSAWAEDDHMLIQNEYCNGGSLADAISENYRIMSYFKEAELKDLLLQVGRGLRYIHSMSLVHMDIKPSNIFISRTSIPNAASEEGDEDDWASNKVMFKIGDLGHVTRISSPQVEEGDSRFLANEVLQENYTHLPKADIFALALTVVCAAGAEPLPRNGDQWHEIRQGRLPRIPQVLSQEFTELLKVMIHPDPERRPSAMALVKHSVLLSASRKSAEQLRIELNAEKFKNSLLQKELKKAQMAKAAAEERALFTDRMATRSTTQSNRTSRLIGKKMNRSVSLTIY
# Thrombin inh: inhibitors of human thrombin | P00734 | alpha-thrombin, Boc-VPR-AMC fluorogenic substrate cleavage | inhibition, % at 5 µM | 0.26% of 220,000 active | AID 1046;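 active = inhibition at or above 40%; inactive = inhibition below 40%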;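 note: 0% = enzyme with no compound and 100% = wells without enzyme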
#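 Assay system: human alpha-thrombin enzyme. Reagent: Boc-VPR-AMC substrate, 15 µM final. Compound dosing: one concentration per compound, 5 µM, with 0.2% DMSO. Incubation: room-temperature reaction. Technique: AMC fluorescence, 355/460 nm. Measure: % inhibition relative to enzyme controls and enzyme-free blanks.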
# Runt-CBFb FRET: Runt domain-CBFb interaction inhibition; Cerulean-Runt/Venus-CBFb FRET ratio 530/480, 1 h; 0.46% of 220,000 active; inhibition, % at 20 µM;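 active = inhibition over about 50% at 20 µM in the single-dose screen, limit read from the data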;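 note: 0% = DMSO wells and 100% = excess unlabeled CBFb competitor control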
#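 test system = Cerulean-Runt domain fusion protein, energy donor | probe or stimulus = Venus-CBFb binding partner, 100 nM | incubation = two 1 h room-temperature incubations shielded from light | detection = fluorescence energy transfer, 422 nm excitation, 530/480 nm emission | measure = loss of energy transfer signal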
# Runt-SMMHC FRET: inhibitors of human RUNX1 Runt domain binding to CBFb-SMMHC. inhibition, % at 20 µM. Q01196+Q13951. Cerulean-Runt/Venus-CBFb-SMMHC FRET ratio 530/480, 1 h. 0.74% of 220,000 active;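 active = mean inhibition across duplicate retests at 20 µM reaching about 50%, limit read from the data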;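 note: 0% = DMSO wells and 100% = wells with excess untagged CBFb-SMMHC; inhibitors lower the FRET ratio by blocking Runt binding to CBFb-SMMHC; some results filed as inactive read as strong as hits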
# KLK5 inh: inhibitors of human kallikrein 5; Q9Y337; recombinant hK5, fluorogenic AMC substrate cleavage; inhibition, % at 5 µM; 0.59% of 210,000 active; AID 873;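 active = inhibition of 40% or more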;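 note: 0% = enzyme controls without compound and 100% = no-enzyme blanks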
# Target sequence (Q9Y337 67-293 limits assumed): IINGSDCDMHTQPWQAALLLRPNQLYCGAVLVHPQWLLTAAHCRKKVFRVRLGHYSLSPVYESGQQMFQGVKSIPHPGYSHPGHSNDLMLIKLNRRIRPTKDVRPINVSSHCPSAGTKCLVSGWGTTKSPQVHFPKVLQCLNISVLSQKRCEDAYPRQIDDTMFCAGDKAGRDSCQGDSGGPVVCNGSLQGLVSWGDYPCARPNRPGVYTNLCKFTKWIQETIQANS
# 14-3-3 Bad inh: disrupts binding of bovine 14-3-3 zeta to phospho-Bad peptide; P63103; TR-FRET 14-3-3zeta/Dy647-pBad peptide displacement, 1 h; inhibition, % at 21.7 µM; 0.71% of 220,000 active; AID 781;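 active = inhibition above about 70%, limit read from the data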;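 note: 0% = full 14-3-3 plus peptide FRET controls and 100% = background without 14-3-3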
# FXIa inh: factor XIa (human) inhibition. purified FXIa, Boc-Glu-Ala-Arg-AMC fluorogenic substrate. P03951. 0.14% of 220,000 active. AID 798. inhibition, % at 5 µM;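 active = inhibition of at least 40%; inactive = inhibition below 40%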;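 note: fluorescence of freed AMC excited at 355 nm; 0% = enzyme without compound and 100% = no enzyme blank; many of its hits are not listed in these tables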
# Hck Nef HTS: human Hck-Nef kinase inhibition. P08631. Recombinant Hck-YEEI plus Nef, Z-Lyte FRET kinase assay. 0.68% of 220,000 active. inhibition, % at 20 µM;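 active = Hck-Nef kinase inhibition above about 50%, limit read from the data; inactive = inhibition below that limit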;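 note: 0% = DMSO with Hck plus Nef and 100% = Hck alone without Nef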
# FXIIa inh: inhibitors of human coagulation factor XIIa. inhibition, % at 5 µM. purified FXIIa, Boc-QGR-AMC fluorogenic substrate, 2 h. 0.3% of 220,000 active; in the data active = inhibition above about 40%;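 note: 0% = enzyme with no compound and 100% = blank without enzyme; many of its hits are not listed in these tables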
# The depositor's hits bear a star; . = not tested or not shown; & = joins results of further samples; [ ] = remark or other dose.
SMILES,Wee1 degr inh,Thrombin inh,Runt-CBFb FRET,Runt-SMMHC FRET,KLK5 inh,14-3-3 Bad inh,FXIa inh,Hck Nef HTS,FXIIa inh
COc1ccc(CC(=O)NCc2n[nH]c(=S)n2-c2cccc(C)c2)cc1,-2,5,5,10,1,-12,1,27,6
Cc1ccc(SCC(=O)NCc2cccnc2)cc1,0,-1,1,0,3,1,-1,0,8
CCCC1Cc2nc(Cl)c(C#N)cc2CO1 (stereo not drawn),-3,0,0,-1,3,3,13,17,6
CN1CCN(C2=C(Cl)C(=O)N(CCc3ccccc3)C2=O)CC1,6,7,-2,-13,2,13,12,14,3
O=c1cc(CSc2ccccc2)[nH]c(=S)[nH]1,0,4,1,0,-24,-3,2,-1,13
O=C(NNC(=O)c1ccco1)c1ccccc1,-1,-7,2,-38,9,-9,-1,0,1
CCOC(=O)c1nnsc1N,-1,-4,0,-2,5,-4,-12,6,5
COC(=O)c1nc2n(n1)C(c1ccc(OC)c(OC)c1)C(C(=O)OC1CCCCC1)=C(C)N2 (stereo not drawn),2,24,-9,-1,27,.,19,14,16
O=C(CCN1C(=O)c2ccccc2C1=O)NC(=S)Nc1cccc(Cl)c1,1,-6,0,1,-4,7,-1,1,9
C/C(=N/Nc1nc(C)cc(-c2ccccc2)n1)c1ccco1,-1,-7,2,-3,-9,1,-1,7,7
O=C(c1cccnc1)N(Cc1ccccc1)c1ccccc1,-3,-2,-2,-2,2,3[fluorescence artefact?],3,8,13
Cc1cccc(/C=N/NC(=O)C2CCCNC2=O)c1 (stereo not drawn),4,-1,0,0,-5,17[fluorescence artefact?],9,2,15

# Quoted from the listing:
# O=C(NNC(=O)c1ccco1)c1ccccc1 in Hck Nef HTS = 0
# Cc1cccc(/C=N/NC(=O)C2CCCNC2=O)c1 (stereo not drawn) in KLK5 inh = -5
# CN1CCN(C2=C(Cl)C(=O)N(CCc3ccccc3)C2=O)CC1 in Thrombin inh = 7
# CCOC(=O)c1nnsc1N in FXIIa inh = 5
# CCCC1Cc2nc(Cl)c(C#N)cc2CO1 (stereo not drawn) in KLK5 inh = 3
# Cc1ccc(SCC(=O)NCc2cccnc2)cc1 in FXIIa inh = 8

# Remaining list, next part:
SMILES,Wee1 degr inh,Thrombin inh,Runt-CBFb FRET,Runt-SMMHC FRET,KLK5 inh,14-3-3 Bad inh,FXIa inh,Hck Nef HTS,FXIIa inh
O=C(Cn1c(CO)nc2ccccc21)NCc1ccc2c(c1)OCO2,-3,-1,1,1,3,3,10,3,6
COc1ccc(C2CC(c3ccccc3)Nc3nc(NC(=O)c4ccco4)nn32)cc1 (stereo not drawn),-1,8,-1,1,-63,-8,16,2,23
COc1cccc2c1OC1(C)CC2N(C(=O)c2ccco2)C(=S)N1c1ccc(F)cc1 (stereo not drawn),2,-1,0,4,4,-1,2,-1,14
COc1ccc(-c2ccc(SCC(=O)Nc3cccc(C(C)=O)c3)nn2)cc1OC,12*,-6,-3,1,-5,-4,-3,-5,.
NS(=O)(=O)c1ccc(CCNCC(=O)N2CCC(Cc3ccccc3)CC2)cc1,-2,-4,3,-8,-6,16,-5,2,7
COC(=O)c1ccccc1NC(=O)CN1CCCCC1,1,-4,-1,2,0,2,-1,-17,.
C/C(=N\NS(=O)(=O)c1ccc(C)cc1)c1ccc(C)o1,-1,2,0,3,-15,-2,-5,2,7
Cc1nn(Cc2c(F)c(F)c(F)c(F)c2F)c(C)c1NC(=O)c1ccc(COc2ccccc2Cl)o1,0,0,-1,2,-20,8,-1,0,2
COc1cccc(NC(=O)CN(c2cccc(F)c2)S(C)(=O)=O)c1,1,-9,-2,2,-15,4,2,-6,21
Cc1ccc([N+](=O)[O-])cc1NC(=O)Cc1ccc(F)cc1,-2,-13,0,1,7,-22,-1,21,6
CCCCNC(=S)NNC(=O)CCn1cc(C)cn1,4,-4,-1,-2,-13,1,7,6,13
O=C(O)c1ccc(C=C(c2nc3ccccc3s2)c2nc3ccccc3s2)cc1,-3,-6,-6,-2,-3,-11,3,21,5
CN(C)S(=O)(=O)c1cc(C(=O)OCCn2cnc3c2c(=O)n(C)c(=O)n3C)ccc1Cl,4,-4,0,-1,-2,-22,-3,22,5
S=C(NNC(=S)NC1CC2CCC1C2)NC1CC2C=CC1C2 (stereo not drawn),-3,1,12,7,-30,-11,-8,-4,6
Clc1ccc(OCCn2cnc3ccccc32)cc1,3,-1,0,0,-19,-13[fluorescence artefact?],-5,8,0
CC1CCCCN1C(=S)NCc1ccccc1 (stereo not drawn),2,4,1,-2,-1,-2,16,-1,31
Cc1cc(/C=N/n2c(COc3ccccc3)nc3ccccc3c2=O)c(O)c([N+](=O)[O-])c1,-2,-5,-9,-10,-19,49[fluorescence artefact?],6,0,8
CN(C)S(=O)(=O)c1ccc(N=Cc2c(C(F)(F)F)[nH][nH]c2=O)cc1,-3,0,0,-2,2,-2,0,-12,5
COc1cccc(CN=C2Nc3ccccc3CS2)c1,3,-3,1,-1,-7,-2,-3,16,6
COc1cccc(N(CC(=O)N2CCc3ccccc3C2)S(C)(=O)=O)c1,0,-6,2,-2,-27,-4,-11,0,7
CN(C)c1cc(-c2ccc(C#N)cc2)oc(=O)c1Cl,1,0,2,-3,1,-6,10,7,3
Cn1c(/N=C/c2cccs2)nc2ccccc21,0,-1,-2,1,4,0[fluorescence artefact?],-4,1,7
CC(=O)Nc1nnc(SCC(=O)NCCOc2ccccc2)s1,0,1,1,0,-19,17[fluorescence artefact?],2,0,4
CN(C)CCNC(=O)CNC(=S)N(Cc1ccccc1)Cc1ccccc1F,0,-8,2,-2,-5,-5,-2,13,5
COC(=O)c1ccc(/C=N/NC(=S)NCCN2CCOCC2)cc1,-2,-8,-1,-2,-7,-2,-4,14,0
COc1ccc2c(c1)c(CC(=O)OCC(N)=O)c(C)n2C(=O)c1ccc(Cl)cc1,-2,1,14,-1,3,12,0,28,14
CSc1ncccc1C(=O)Nc1ccc2nc(C)sc2c1,3,2,2,3,1,0,3,22,13
Cc1cccc(NC(=S)NC(=O)CCc2ccccc2)c1C,-3,4,2,-5,-35,2,0,-1,4
CCOC(=O)Nc1ccc(NC(=O)OCC)cc1,1,-1,0,-6,-9,-3,-9,14,7
Brc1csc(C=Nc2ccc3c(c2)OCCOCCOCCOCCO3)c1,0,-6,3,-1,-7,-6,12,5,11
O=C(NCCCNc1ccc(C(F)(F)F)cc1[N+](=O)[O-])c1ccc(Cl)cc1,-1,-3,-6,-4,6,0,4,2,12
Cc1cc(NS(=O)(=O)c2cccs2)no1,5,-4,-1,-2,-16,3[fluorescence artefact?],19,0,19
COC(=O)c1cc2oc3ccccc3c2n1Cc1ccccn1,-3,5,3,0,-1,1,-1,-1,14
COc1ccc(/C=C2\SC(=S)N(N3C(=O)CCC3=O)C2=O)cc1O,0,-14,43,22,3,-14,-3,23,2
COCCOC(=O)C1=C(C)NC(C)=C(C(=O)OC(C)C)C1c1cccc([N+](=O)[O-])c1 (stereo not drawn),-1,0,-4,-3,-10,-8&-5,10,0,19
CCOc1cccc(C2c3c(oc4ccccc4c3=O)C(=O)N2c2ccccn2)c1 (stereo not drawn),-3,1,-2,-1,-10,11[fluorescence artefact?],19,2,13
CCOc1ccccc1-n1c(SCC(=O)N2CCOCC2)nnc1-c1ccccn1,-2,-8,0,-2,-4,4,2,0,7
CN(Cc1cccs1)C(=O)c1ccc(S(=O)(=O)N2CCCCC2)cc1,7,-3,-1,2,-1,-2,-1,13,7
CC(C)N1C(=O)CCC1C(=O)NCc1ccco1 (stereo not drawn),-1,-2,0,-1,.,0,3,9,11
Cc1cccc(NC(=O)c2ccc3c(Cl)c4c(nc3c2)CCCC4)n1,-2,-3,-2,-5,2,-4,-1,11,10
CCOc1cc(S(=O)(=O)NC2CCCCCC2)ccc1F,-1,0,-3,-2,-5,6,-1,8,-1
CCOC(=O)C(CC)Sc1nc2c(cnn2-c2ccccc2)c(=O)[nH]1 (stereo not drawn),1,-7,-1,-2,-5,0,-6,6,5
O=C1NC2NC(=O)N(C(Cc3ccccc3)C(=O)O)C2N1 (stereo not drawn),2,-22,0,4,4,4,5,2,0
Cc1ccc(/C=N/NC(=O)Nc2ccccc2)o1,2,-10,0,1,-7,12[fluorescence artefact?],3,3,8
Cc1ccc(/C=N/n2c(C)n[nH]c2=S)o1,0,-2,2,6,5,-4,-18,0,13
NC(=S)Nc1nccc(-c2cccs2)n1,4,4,0,-2,2,-16,-5,-2,2
Cc1c(NC(=O)CN2C(=O)NC3(CCCCC3)C2=O)c(=O)n(-c2ccccc2)n1C,-1,2,1,-2,-17,-1,-4,0,0
O=[N+]([O-])c1ccc2c(c1)C(O)n1ncnc1S2 (stereo not drawn),-3,-7,2,0,8,3,2,23,10
CCNC(=S)NNC(=O)c1ccc(OC)cc1,0,0,2,-1,.,-6,2,14,14
O=C(C1=C[C@@H](c2ccc3c(c2)OCO3)C[C@@H](OCCCCO)O1)N1CCN(Cc2ccc3c(c2)OCO3)CC1,4,0,1,0,2,-1,1,0,7

# Of the compounds above, these have fluorine:
SMILES,Wee1 degr inh,Thrombin inh,Runt-CBFb FRET,Runt-SMMHC FRET,KLK5 inh,14-3-3 Bad inh,FXIa inh,Hck Nef HTS,FXIIa inh
COc1cccc2c1OC1(C)CC2N(C(=O)c2ccco2)C(=S)N1c1ccc(F)cc1 (stereo not drawn),2,-1,0,4,4,-1,2,-1,14
Cc1nn(Cc2c(F)c(F)c(F)c(F)c2F)c(C)c1NC(=O)c1ccc(COc2ccccc2Cl)o1,0,0,-1,2,-20,8,-1,0,2
COc1cccc(NC(=O)CN(c2cccc(F)c2)S(C)(=O)=O)c1,1,-9,-2,2,-15,4,2,-6,21
Cc1ccc([N+](=O)[O-])cc1NC(=O)Cc1ccc(F)cc1,-2,-13,0,1,7,-22,-1,21,6
CN(C)S(=O)(=O)c1ccc(N=Cc2c(C(F)(F)F)[nH][nH]c2=O)cc1,-3,0,0,-2,2,-2,0,-12,5
CN(C)CCNC(=O)CNC(=S)N(Cc1ccccc1)Cc1ccccc1F,0,-8,2,-2,-5,-5,-2,13,5
O=C(NCCCNc1ccc(C(F)(F)F)cc1[N+](=O)[O-])c1ccc(Cl)cc1,-1,-3,-6,-4,6,0,4,2,12
CCOc1cc(S(=O)(=O)NC2CCCCCC2)ccc1F,-1,0,-3,-2,-5,6,-1,8,-1
